KDM5B inh: KDM5B demethylase inhibition; Q9UGL1; KDM5B demethylase, FDH-coupled NADH fluorescence (FDH is formaldehyde dehydrogenase); Potency, µM (top dose mostly 57.7 µM), for the others: top-dose activity change, negative = inhibition, hits mostly inhibitors; 2.6% of 220,000 active; AID 1347165; active means well fitted inhibition curve with a large enough effect; inconclusive means small, poorly fitted or top-dose-only effect; inactive means no such curve, though single readings can be large or run the other way; further: 0% is about no effect; nearly all actives have a fitted effect of over 70% in size
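Compound dilutions met 200 nM (final) KDM5BΔAP for 10 min at room temperature before substrate addition. The substrate mix held 12.5 µM H3K4me3 with cofactors 25 µM α-ketoglutarate and 50 µM Fe²⁺. NADH signal gain over 30 min defined activity.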
* marks the source's active call; other numbers are inactive results; ? = inconclusive; & = joins results of further samples; [ ] = remark or other dose. Potency means the concentration at half of the fitted maximal effect. A portion of the library, so the mix of outcomes need not match the whole.

| SMILES | KDM5B inh |
| --- | --- |
| COc1cc(C(=O)Nc2ccc(-c3cc(C(F)(F)F)nn3-c3ccccc3)cc2)cc(OC)c1OC | ? |
| COc1cccc(C(=O)N2CCOC[C@H](Oc3cccnc3)C2)c1 | 27.7%[86.2 µM] |
| Cc1cc(=O)n(CC(=O)Nc2ccc(C)c(C)c2)c(N2CCC(C)CC2)n1 | -34.3% |
| O=C(Cc1cccc(F)c1)N1CCC(Cc2nncn2Cc2ccccc2)C1 (configuration not stated) | -5.9% |
| CCC1CCC(C(=O)NC(CCSC)C(=O)NCCc2ccc(S(N)(=O)=O)cc2)CC1 (configuration not stated) | 24.7% |
| COc1cccc(CNC(=O)[C@@H]2C[C@@H](O)CN2C2CCN(C(=O)c3cc(C)nn3C)CC2)c1 | 11.8% |
| CC(C)OCCCNC(=O)CC1=C2CCCCC2NC1=O (configuration not stated) | -0.3% |
| O=C(Nc1ccccc1)N1Cc2[nH]cnc2C[C@H]1c1nc(-c2ccc3c(c2)OCO3)no1 | -19.6%[86.2 µM] |
| CCc1ccc2ncc3c(-c4ccc(F)cc4)nn(CC(=O)NC4CCCCC4)c3c2c1 | 8.9% |
| COC(=O)C1=C(C)NC(=O)C1(NC(=O)c1ccc(Cl)cc1)C(F)(F)F (configuration not stated) | 13.3%&-28.6% |
| COc1ccccc1CNC(=O)Cc1csc2nc(-c3ccc(Cl)cc3)cn12 | -16.3% |
| CCCc1cc(C(=O)OC)c(NC(=O)Cc2c(Cl)cccc2Cl)s1 | -4.3% |
| Cc1ccc(N2CC(NC(=O)c3ccco3)CC2=O)cc1 (configuration not stated) | 12.0% |
| Cn1c(Cn2ccnc2)nnc1C1CC(NC(=O)c2ccsc2)C1 (configuration not stated) | -0.2% |
| COC[C@@H]1CN(Cc2ccc(F)c(OC)c2)C[C@H]1C(=O)NC1CC1 | -16.6% |
| CCc1ccc(C(=O)C(C)OC(=O)c2nn(C)c(=O)c3ccccc23)cc1 (configuration not stated) | 7.0% |
| COc1ccc(-c2nc3sc(CCNC(=O)c4cc(OC)c(OC)c(OC)c4)c(C)n3n2)cc1 | ? |
| Cc1cnc(C(=O)N2CCCCCCNC(=O)[C@@H]3CCCC[C@@H]32)cn1 | -9.4% |
| COc1ccccc1Nc1nc(C)nc(N)c1S(=O)(=O)c1ccccc1 | ? |
| COc1ccc(CNCc2ccc(C)s2)cc1OCC(O)CN1CCCCC1 (configuration not stated) | 18.9% |

Structural class: the compounds so far containing a CF3 group.
| SMILES | KDM5B inh |
| --- | --- |
| COc1cc(C(=O)Nc2ccc(-c3cc(C(F)(F)F)nn3-c3ccccc3)cc2)cc(OC)c1OC | ? |
| COC(=O)C1=C(C)NC(=O)C1(NC(=O)c1ccc(Cl)cc1)C(F)(F)F (configuration not stated) | 13.3%&-28.6% |

Next section
| SMILES | KDM5B inh |
| --- | --- |
| Nc1cc(N2CCN(Cc3ncc[nH]3)CC(C(=O)O)C2)ncn1 (configuration not stated) | ? |
| COc1ccc(NC2CCCN(C(=O)c3ccccc3C(F)(F)F)C2)cc1 (configuration not stated) | 13.4% |
| Cc1cc(=O)n2nc(N(C)CC(=O)NCc3cccc(Br)c3)sc2n1 | 3.4% |
| COc1cccc(C(=O)N2C(C(=O)N3CCOCC3)COC23CCN(C(=O)CC(C)(C)C)CC3)c1 (configuration not stated) | -2.3% |
| CCn1c(Cn2ccnc2C)nnc1C1CCN(C(=O)CCN)CC1 | ? |
| O=C(/C=C/c1ccccc1)O/N=C1\CCCc2oc3c(c21)CCCC3 | 8.9% |
| N#Cc1ccc(C(=O)NC2CCCN(c3cc(-c4ccc(F)cc4)[nH]n3)C2)cc1 (configuration not stated) | -21.3% |
| Cc1ccc(NC(=O)C2CC3CCCC(C2)C3=O)cc1 (configuration not stated) | 5.4% |
| Cc1cccc2nnc(N3CCN(C(=O)c4ccc(F)c(F)c4)CC3)n12 | 28.2µM* |
| C[S+](=O)([O-])N1CCC(Cn2ccc3c(N4CCOCC4)nc(-c4ccccc4F)cc32)CC1 | ? |
| Cc1ccc(NS(=O)(=O)c2ccccc2)c(=O)n1CC(=O)NC(C)c1ccccc1 (configuration not stated) | -13.7% |
| O=C(Cn1cc(/C=C2\NC(=O)N(Cc3ccc([N+](=O)[O-])cc3)C2=O)c2ccccc21)N1CCOCC1 | 0.4% |
| C[C@@H]1C(=O)O[C@H]2[C@H]1CC[C@@]1(C)Cc3sc(NC(=O)CN(C)C)nc3[C@@H](C)[C@H]21 | -32.2%[86.2 µM] |
| O[C@@H]1C[C@@H](c2nc(Cc3ccccc3)no2)N(CCCc2ccccc2)C1 | ? |
| O=C(NCCc1c[nH]c2ccccc12)c1cnc2c(c1)N([S+](=O)([O-])c1cccnc1)CCC2 | -6.1% |
| CCc1ccc(Cn2c(CNS(=O)(=O)c3ccc(Cl)s3)nc3cccnc32)cc1 | -21.5% |
| Cc1ccc(-c2cc(C(=O)NCCN3CCN(C)CC3)n(C)c2)cc1 | -7.0% |
| O=C(Nc1cccnc1Oc1ccccc1)c1cc(F)cc(F)c1 | 1.7% |
| COCCNC(=O)c1ccc(OC2CCN(C(C)CCSC)CC2)c(Cl)c1 (configuration not stated) | 4.1% |
| COc1ccc2c(C)c(CC(=O)NCc3ccccc3)c(=O)oc2c1OC | ? |

Four compounds picked at random from those above, as already listed:
| SMILES | KDM5B inh |
| --- | --- |
| Cc1ccc(N2CC(NC(=O)c3ccco3)CC2=O)cc1 (configuration not stated) | 12.0% |
| COc1ccccc1Nc1nc(C)nc(N)c1S(=O)(=O)c1ccccc1 | ? |
| Cc1cc(=O)n2nc(N(C)CC(=O)NCc3cccc(Br)c3)sc2n1 | 3.4% |
| Cn1c(Cn2ccnc2)nnc1C1CC(NC(=O)c2ccsc2)C1 (configuration not stated) | -0.2% |

New compounds follow:
| SMILES | KDM5B inh |
| --- | --- |
| Cc1cccc(C)c1NC(=O)CNC(=O)c1nccnc1N | ? |
| COc1ccccc1NC(=O)Nc1cccc(-c2ccc(N3CCOCC3)nn2)c1 | -13.6% |
| COc1ccc(F)cc1Nc1cnc2ccc(N(C)C)nn12 | 31.6µM* |
| O=C1[C@@H]2C[C@@H](CN2C(=O)C2CC2)Oc2ccccc2N1Cc1cccnc1 | 15.4%[86.2 µM] |
| COC(=O)C1=C(C(=O)OC)SC(=C(Cl)C(=S)Oc2ccccc2)S1 | -32.3% |
| COc1ccc(C(=O)N2N=C(C)CC2(O)C(F)(F)F)cc1OC (configuration not stated) | -7.0% |
| Cc1cccc2nnc(N3CCN(C(=O)CCc4ccccc4)CC3)n12 | 25.1µM* |
| CCN(C(=O)C1CCN(S(=O)(=O)c2ccc3c(c2)CCCN3C(=O)C2CCC2)CC1)c1cccc(C)c1 | -9.1% |
| CN1C[C@@H](NC(=O)c2ccc(C(C)(C)C)cc2)C[C@H]1c1nc(-c2ccc3c(c2)OCO3)no1 | 35.5µM* |
| Cc1cc(C(=O)COC(=O)c2nccnc2N)c(C)n1CCc1ccccc1 | ? |
| COc1ccc(OCC(=O)NCC(c2ccc(C)cc2)N2CCCC2)cc1 (configuration not stated) | 1.0% |
| Cc1ccccc1OCC(=O)Nc1ccc(O)c(-c2nc3ccccc3o2)c1 | 8.2% |
| CCCCNC(=S)NC1CCC(NC(=S)NCCCC)CC1 (configuration not stated) | -8.8% |
| Cc1nn(-c2ccc(C(F)(F)F)cc2)c(C)c1[C@@H]1C=C[C@@H](NC(=O)NC(C)C)C1 | ? |
| COc1cccc(Nc2ncc3c(n2)C(C)(C(=O)N2CCN(c4ccccn4)CC2)CC3)c1 (configuration not stated) | -23.7% |
| Cc1cccc(C)c1OCc1nc2c3cnn(-c4ccccc4F)c3ncn2n1 | -5.1% |
| COc1cc(OC)c(C2Nc3ccccc3-c3nnc(SCc4ccccc4)nc3O2)cc1OC (configuration not stated) | -9.2% |
| Cc1cccc(NC(=O)CCc2nc(C(C)(C)C)no2)n1 | -5.5% |
| Cn1cc(CN2CCCC(C(=O)N3CCOCC3)C2)c(-c2ccc(C3CCCCC3)cc2)n1 (configuration not stated) | 47.1%[activator] |
| CN(Cc1ccc(N2CCCCC2)cc1)C(=O)CCC[C@H]1NC[C@@H]2C[C@H]1CN(Cc1ccccc1)C2 | ? |
| CCCCN1CCc2[nH]cnc2C1c1cc(C)ccc1F (configuration not stated) | -12.6% |
| O=C(NNC(=O)C1CCCCC1)c1ccc(Cl)c(Cl)c1 | -1.9% |
| CCCN(CCC)CCNC(=O)Cn1c(C)c(C(=O)OCC)c(C)c1-c1ccccc1 | 3.9% |
| COc1cc(-c2c(NC(=O)c3cccs3)oc3ccc(Cl)cc3c2=O)cc(OC)c1OC | 11.8% |
| CCc1c(C)sc(NC(=O)c2cc(-c3cccc(Cl)c3)on2)c1C#N | 18.1% |
| Cc1cc(C(=O)OCC(=O)Nc2ccc(C)c(C)c2)c2ccccc2n1 | 6.6% |
| Cc1ccc(NC(=S)N(Cc2ccccc2)C(C)C)cc1 | 13.1% |
| Clc1ccc(C2Cn3nnc(-c4noc(COc5ccccc5)n4)c3CO2)cc1 (configuration not stated) | -17.9% |
| Cc1cccc(N(C(=O)c2snc(C(N)=O)c2N)C(C(=O)NC2CCCC2)c2ccc(C)o2)c1 (configuration not stated) | ? |
| O=C(C1CN(c2cccc(Cl)c2)C(=O)N1)N1CCOCC1 (configuration not stated) | -24.4%&2.9%[86.2 µM] |
| Cc1cccc(NC(=O)C(C#N)C(=O)c2ccccc2Cl)c1 (configuration not stated) | -5.6% |
| CCCN(CC(F)(F)F)C(=O)CNC(=O)Cc1ccccc1 | 5.6% |
| COc1ccc(C(=O)NC(C(=O)N2CCCC2)C2CCN(C(=O)c3ccc(OC)cc3)CC2)cc1 (configuration not stated) | 0.9% |
| CC(C)(O)C1CCCN(C(=O)c2cc(COc3ccccc3F)[nH]n2)C1 (configuration not stated) | -8.4% |
| O=C(CN1CC2CC(C1)[C@H]1CCCC(=O)N1C2)N1CCN(c2cccc(Cl)c2)CC1 (some centres not stated) | 4.9% |
| CNC(=O)Cn1nc(C2CCN(C(=O)c3ccccc3F)CC2)c2c1CCOC2 | -1.2% |
| CCOc1ccc(NC(=O)CSc2ncc3c(n2)-c2ccccc2N(C)S3(=O)=O)cc1 | ? |
| O=C1NC(C(=O)O)=CC(c2ccc(F)cc2F)N1 (configuration not stated) | -4.6% |
| CC(=O)NC[C@H]1OC[C@@H](NC2CCC(F)(F)CC2)[C@@H]1O | -7.3%[115 µM] |
| COC(=O)CCNC(=O)c1ccc2c(c1)NC(=O)CS2 | -4.6% |
| CSCC(=O)N[C@H]1CCN2C(=O)c3ccc(Cl)cc3NC(=O)[C@@H]2C1 | ? |
| O=C(c1cc(F)ccc1Cl)N1CCN(c2cc(-c3ccccc3)[nH]n2)CC1 | -9.4% |
| COC(=O)c1cc(S(=O)(=O)Nc2ccccc2F)c[nH]1 | -5.8% |
| CN(C)CCCNCc1ccco1 | 2.2% |
| COc1ccc(OC)c(-c2noc(N3CCN(c4ccc(C(C)=O)cc4)CC3)n2)c1 | ? |
| CC(=O)N1CCCN(c2ncc(S(C)(=O)=O)c(C3CCCNC3)n2)CC1 (configuration not stated) | ? |
| CN(C)C[C@@H]1CN(Cc2ccccc2)C[C@H]1NC(=O)c1ccncc1 | -13.7% |
| CN1C(=O)COC[C@@H]1[C@H](O)c1ccc(NC(=O)C2CCCCC2)cc1 | 6.6%[86.2 µM] |
| COc1cncc(CN2C[C@H]3[C@H](C2)[S+](=O)([O-])C(C)(C)C(=O)N3CC2CCOCC2)c1 | -11.3% |
| N#Cc1nc(-c2ccco2)oc1N1CCN(CC(=O)Nc2ccccc2-c2ccccc2)CC1 | -12.9% |
| Cc1cc(-c2ccc(C)c(S(=O)(=O)NCCc3ccccc3)c2)on1 | -15.4% |
| Cn1c(Cn2cccn2)nnc1C1CCCN(C(=O)Cc2cccnc2)C1 (configuration not stated) | ? |
| O=[N+]([O-])c1cccc(/C=N/NC(=S)Nc2ccccc2)c1 | -6.4% |
| Cc1nn2c(c1-c1ccccc1OCc1ccccc1)N(CC1CC1)CCC2 | 35.5µM* |
| O=C(Nc1ccc(F)c(Cl)c1)N1CCCC(Cn2c(C3CC3)nc3cccnc32)C1 (configuration not stated) | -4.0% |
| COc1ccc(N2CC(c3nc(-c4ccccc4C)no3)CC2=O)cc1Cl (configuration not stated) | -17.8% |
| COc1cc(OC)cc(C(=O)Nc2ccc3oc(=O)ccc3c2)c1 | 41.0%[activator] |
| COc1ccc(NC(=O)Nc2cc(-c3cn4cccnc4n3)ccc2OC)cc1 | ? |
| CC(C)CN(C(=O)c1cccc(S(=O)(=O)N2CCCCC2)c1)C1CCS(=O)(=O)C1 (configuration not stated) | -16.9% |
| COc1ccc(CNC(=O)CCC2CCCN(C(=O)CN3CCOC3=O)C2)c(OC)c1 (configuration not stated) | 19.6% |

Next records follow.
| SMILES | KDM5B inh |
| --- | --- |
| CC(=O)Nc1ccc(NC(=O)c2cccc3c2ccn3C)cc1 | -18.2% |
| O=C1N(CCCCOc2ccccc2)c2ccccc2NC12CCNCC2 | 28.4% |
| CNC(=O)[C@@H]1CN(C(=O)c2nccc3ccccc23)C[C@H]1CO | 2.1% |
| CN1C(=O)CC(C(=O)O)C12CCN(Cc1ncccn1)CC2 (configuration not stated) | ? |
| Cc1cc(C)cc(NC(=O)C2CCCN2S(=O)(=O)c2cccc3nsnc23)c1 (configuration not stated) | 18.8% |
| COc1ccccc1CC(=O)N1CCC[C@H]1c1nc(-c2ccc(F)cc2)no1 | 14.3% |
| CCn1cc(C(=O)NCCc2ccc(OC)c(OC)c2)c(=O)c2cc(S(=O)(=O)N3CCc4ccccc4C3)ccc21 | -22.4% |
| CCCCC12CN3CC(C)(CN(C1)C3c1c[nH]c3ccccc13)C2=O (configuration not stated) | 5.7% |

Three entries already listed, arranged by number of heavy atoms, highest first:
| SMILES | KDM5B inh |
| --- | --- |
| CCn1cc(C(=O)NCCc2ccc(OC)c(OC)c2)c(=O)c2cc(S(=O)(=O)N3CCc4ccccc4C3)ccc21 | -22.4% |
| CC(=O)Nc1ccc(NC(=O)c2cccc3c2ccn3C)cc1 | -18.2% |
| CN1C(=O)CC(C(=O)O)C12CCN(Cc1ncccn1)CC2 (configuration not stated) | ? |
